Assay outcomes: PubChem, Southern Research Specialized Biocontainment Screening Center
NS5 inhibitors – Dengue-2 NS5 methyltransferase inhibitors, primary screen, biochemical, confirmation dose response (AID 588689) | 340,000 tested, 0.3% active | one-dose inhibition, % at 25 µM; IC50 in µM for titrated hits | Dengue-2 NS5 methyltransferase capping enzyme assay, biochemical; higher % means a stronger effect; in the data active means a potency from the dose series; inconclusive means inhibition above about 29% without an active follow-up result
K1F lysis inhibition – inhibition of K1F phage lysis, E. coli UTI89, bacterial capsule biogenesis inhibitors, alamar blue (AID 488966). inhibition, % at 100 µM; hits with a dose series show IC50 in µM. 340,000 tested, 0.02% active. E. coli UTI89 K1F phage lysis, alamar blue, 2 h; higher % means a stronger effect;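 active means phage lysis inhibition, versus mean bacterial control, above a set limit; inconclusive means no clear call, values can overlap the other calls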;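 further: capsule biogenesis inhibitors block K1F phage lysis so surviving cells raise fluorescence; higher fluorescence means more inhibition of phage lysis; actives were called in the ten point dose series up to 300 µM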
MgcRacGAP inhibition – MgcRacGAP GTPase-activating activity inhibitors, confirmation, biochemical, ADP Hunter fluorescence; MgcRacGAP-stimulated Rac1 GTP hydrolysis, ADP Hunter fluorescence; higher % means a stronger effect; GST-tagged Rac1 F28L mutant substrate; one-dose inhibition, % at 30 µM; IC50 in µM for titrated hits; 340,000 tested, 0.6% active;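 active means first-screen hits whose inhibition reached a set limit at any dose in the follow-up dose series; inconclusive means inhibition above the set first-screen limit but never retested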;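 further: fluorescence reports GDP produced by GAP-driven GTP hydrolysis; strong numbers were not always called active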
NS5 inhibitors pilot replicate – recorded beside NS5 inhibitors, whose call it bears; inhibition, %; measured here: pilot screen replicate inhibition
* marks the source's active call; other numbers are inactive results; ? = inconclusive; [ ] = dose if it differs, or a comment. Not all compounds are listed; the hit share may differ from the screen's.

SMILES	NS5 inhibitors	K1F lysis inhibition	MgcRacGAP inhibition	others
CC1CCC(CN2C(Nc3ccccc3)=NC[C@@H]2Cc2ccccc2)CC1 (stereo not given in full)	1%	-0.7%	6%
C[C@H]1CN([C@@H](C)CO)C(=O)c2cc(NC(=O)CCN3CCOCC3)ccc2O[C@H]1CN(C)C(=O)Nc1ccc(F)cc1	1%	1.7%	5%
Cc1ccc(C(=O)OCC(=O)NCc2ccc3c(c2)OCO3)o1	-4%	0.9%	0%
O=C(N/N=C/c1ccncc1)c1ccncc1	-9%	-0.5%	0%
CC(OC(=O)c1ccc([N+](=O)[O-])cc1)C(=O)NCC1CCCCC1 (stereo not given)	1%	-1.1%	2%
CC(=O)c1ccccc1NC(=O)CCN1C(=O)C2CCCCC2C1=O (stereo not given)	-1%	-1.6%	1%
CC(=O)Nc1ccc(SCC(=O)N(C)CC(=O)Nc2ccccc2Cl)cc1	5%	-1.7%	11%
CCN(CC)C(=O)[C@H]1CC(CC(=O)NCCCN(C)C)C(=O)N2CCc3c([nH]c4ccc(OC)cc34)[C@]12C (stereo not given in full)	-1%	0.2%	9%	NS5 inhibitors pilot replicate=-2.7
CCOC(=O)c1ccccc1NC(=O)Cc1ccc(OC)c(S(=O)(=O)N2CCOCC2)c1	0%	-2.5%	-2%
O=C(NNCc1ccccc1)c1ccccn1	-2%	0.2%	0%
N#Cc1ccccc1OCC(=O)NC1CCCCC1	-9%	3.0%	2%
CCCCN(C(=O)c1ccc(-n2nc(C)cc2C)cc1)c1c(N)n(CCC)c(=O)[nH]c1=O	7%	0.9%[50 µM]	2%
Cc1ccc2nc3c(cc(C(=O)NCc4ccccc4)c(=N)n3CCCn3ccnc3)c(=O)n2c1	-6%	0.4%	1%
COc1ccc(-c2csc(C(C#N)=C(O)CSc3nccn3C)n2)cc1OC	-12%	-0.9%	15%
N#CC(=C1C=CC(=NO)C(Cl)=C1)c1ccc(Cl)cc1	5%	2.1%	7%
COc1cc(/C=C/C(=O)Nc2ccc(OC)c(S(=O)(=O)N3CCOCC3)c2)ccc1OC(F)F	4%	0.2%[50 µM]	4%
COCCN(C(=O)CSc1nnc(-c2ccncc2)n1C)c1c(N)n(CC(C)C)c(=O)[nH]c1=O	3%	-0.6%	5%
C[C@@H]1COC(=O)[C@@H](CC(=O)OC(C)(C)C)C/C=C\C[C@H](CC(=O)N(CCO)Cc2ccccc2)C(=O)N1	2%	1.1%	3%
COc1ccc(S(=O)(=O)Nc2ccc3c(c2)C(=O)N([C@H](C)CO)C[C@H](C)[C@@H](CN(C)C(=O)Nc2c(C)noc2C)O3)cc1	-3%	3.5%	9%
CSCCC(NC(=O)c1ccc(Cl)cc1Cl)C(=O)N(C)Cc1nc2ccccc2c(=O)[nH]1 (stereo not given)	-4%	-0.3%[50 µM]	-1%
NC(=O)Cc1ccc(C(=O)CSc2nnc(-c3ccncc3)n2C2CC2)s1	4%	-1.9%	18%
CC[C@]12c3[nH]c4cc(-c5ccco5)ccc4c3CCN1C(=O)[C@@H](CC(=O)NCCc1ccccn1)C[C@@H]2C(=O)N1CCN(C(=O)c2ccco2)CC1	-8%	-0.2%	9%
C[C@H](CO)N1C[C@H](C)[C@@H](CN(C)S(=O)(=O)c2ccc(F)cc2)Oc2ccc(NC(=O)c3ccncc3)cc2C1=O	-2%	0.0%	5%
COc1cc(/C=C/C(=O)OCC(=O)NC2CCCCCCC2)ccc1O	0%	0.4%[50 µM]	26%
Cc1ccc(C2(C)NC(=O)N(CC(=O)N(c3ccccc3)C3CCS(=O)(=O)C3)C2=O)cc1 (stereo not given)	-3%	-0.3%	-6%
COc1ccc(CNC(=O)COC(=O)c2cc(C)nc3ccccc23)cc1	11%	2.2%	3%
O=C(CN1c2cccc3cccc(c23)S1(=O)=O)N1CCCCC1	-5%	0.7%[50 µM]	3%
CCOC(=O)[C@H]1[C@H]2COc3ccc(Br)cc3[C@@H]2N2C(=O)N(c3ccccc3)C(=O)[C@@]12C	0%	3.2%	7%
N#Cc1ccc(OCC(=O)Nc2ccc(S(=O)(=O)N3CCOCC3)cc2)cc1	-2%	1.6%	1%
NS(=O)(=O)c1ccc(NC(=O)c2ccc(S(=O)(=O)N3CCCCCC3)cc2)cc1	4%	-2.5%	5%
Cc1ccc(NC(=O)c2ncn(CC(=O)NCc3ccc4c(c3)OCO4)n2)cc1C	-3%	0.2%	5%
Cc1ccc(Cc2ccccc2C(=O)O)cc1	2%	-3.8%	11%
O=C(CN1C(=O)NC2(CCCCCCC2)C1=O)NCc1ccc(F)cc1	-10%	0.8%[50 µM]	8%
CCCCNS(=O)(=O)CCNCCc1ccccc1	-1%	0.0%	12%
CC(C)(O)C1CC[C@@](C)([C@@H]2CC[C@]3(C)[C@H]2[C@H](O)CC2[C@@]4(C)CCC(O)C(C)(C)C4C(OC4OC(CO)C(O)C(O)C4O[C@@H]4OCC(O)C(O)C4O)C[C@]23C)O1 (stereo not given in full)	-2%	0.0%	11%
CCOc1ccc(OCCCC(=O)Nc2cc(S(=O)(=O)N3CCOCC3)ccc2N2CCOCC2)cc1	-4%	-0.9%	4%
Clc1ccc2nc(CSc3nnc(-c4c[nH]c5ccccc45)o3)cn2c1	-4%	0.0%	3%
C=CC[C@@H](Cc1ccc(F)cc1)C(=O)OC[C@@H]1CCCN1C(=O)[C@@H](CC=C)CC(=O)NCCO	-6%	0.2%	3%
CC(OC(=O)c1cc(S(=O)(=O)N2CCOCC2)ccc1F)C(=O)NCC1CCCCC1 (stereo not given)	0%	-1.4%	7%
C=CC[C@@H](CC(=O)N[C@H](CO)Cc1ccccc1)C(=O)N[C@@H](COC(=O)[C@H](CC=C)CC(=O)OC(C)(C)C)Cc1ccccc1	1%	?	8%
O=C(O)COc1ccccc1C=NNc1ccc([N+](=O)[O-])cc1S(=O)(=O)Nc1ccc(Cl)cc1	35%	-0.8%	3%
Cc1cc(Cl)ccc1OCc1nnc(-c2ccccc2C)o1	0%	-1.1%	7%
COc1cc(C(=O)OCC(=O)NCCC2=CCCCC2)cc(OC)c1OC	-1%	0.7%[50 µM]	1%
O=C1CCN(Cc2ccccc2)C=C1c1ccc(Cl)cc1	6%	0.1%	5%
CCOc1cc(C(=O)Nc2ccc(C(=O)NCCN(CC)CC)cc2)ccc1OCC(=O)N1CCOCC1	-9%	1.5%[50 µM]	13%
Cc1ccc(C)c(NC(=O)CC2Sc3ccccc3NC2=O)c1 (stereo not given)	-5%	1.6%	3%
CN(C)C(=O)CSc1ccc(S(=O)(=O)N2CCCC2)cn1	5%	1.2%[50 µM]	4%
COc1cc(OC)cc(-c2c(C#Cc3ccsc3)c3cc(-c4cc(OC)c(OC)c(OC)c4)ccc3n2C)c1	-3%	-1.0%	-1%
O=C(COC(=O)c1cccnc1Cl)NC12CC3CC(CC(C3)C1)C2	3%	1.8%	-8%
O=C(CSc1nnnn1-c1ccccc1)NCCCN1CCCC1=O	-2%	-1.6%	4%
COC(=O)c1sc(NC(=O)COC(=O)C2CCC2)c(C(=O)OC)c1C	-1%	1.0%[50 µM]	6%
COC(=O)[C@@H](Cc1ccccc1)N(Cc1ccccc1)S(=O)(=O)N(Cc1ccccc1)[C@H](Cc1ccccc1)C(=O)OC	-2%	1.7%	10%
CC[C@]1(C(=O)OC)[C@H]2C(=O)N(Cc3ccccc3)C(=O)[C@H]2[C@H]2CN(C)C(=NCc3ccccc3)N21	2%	0.2%	-1%	NS5 inhibitors pilot replicate=-0.9
O=C(CSc1ccccc1F)NCC(c1cccs1)N1CCOCC1 (stereo not given)	-11%	0.4%[50 µM]	5%
O=C(CN1C(=O)NC2(CCCCC2)C1=O)N1CCN(S(=O)(=O)c2ccc(F)c(F)c2F)CC1	-4%	0.8%[50 µM]	6%
O=C(O)c1cc(-c2cc(C(=O)O)c3ccccc3n2)ccc1O	-3%	-4.5%	7%
NS(=O)(=O)c1ccc(CNC(=S)NC(=O)c2ccco2)cc1	3%	0.1%	-5%
Cc1c(NS(=O)(=O)c2ccc(C(=O)N(C)Cc3cccc(Cl)c3Cl)cc2)c(=O)n(-c2ccccc2)n1C	-1%	-1.0%	0%
CC(Oc1cccc(Br)c1)C(=O)NNC(=O)c1ccccn1 (stereo not given)	1%	1.3%[50 µM]	14%
O=C(Nc1ncccc1O)c1cccc(S(=O)(=O)N2CCN(c3ccc(F)cc3)CC2)c1	-4%	1.0%[50 µM]	0%

Fetched by compound from the entries so far, 2 records:
SMILES	NS5 inhibitors	K1F lysis inhibition	MgcRacGAP inhibition	others
O=C(COC(=O)c1cccnc1Cl)NC12CC3CC(CC(C3)C1)C2	3%	1.8%	-8%
COc1cc(C(=O)OCC(=O)NCCC2=CCCCC2)cc(OC)c1OC	-1%	0.7%[50 µM]	1%

Carrying on.
SMILES	NS5 inhibitors	K1F lysis inhibition	MgcRacGAP inhibition	others
O=C(Nc1ccccc1)N1CCN(c2ccccc2)CC1	3%	12%	2%
O=C(CN1CSCC1=O)N1CCN(S(=O)(=O)c2cc(C(F)(F)F)ccc2Cl)CC1	-4%	1.6%[50 µM]	4%
CC[C@]12c3[nH]c4ccccc4c3CCN1C(=O)C(CC(=O)NCC13CC4CC(CC(C4)C1)C3)C[C@@H]2C(=O)N1CCN(C(=O)c2ccco2)CC1 (stereo not given in full)	-5%	0.3%	8%	NS5 inhibitors pilot replicate=-1.8
C[C@@H](NCCCn1ccc(NC(=O)OCc2ccccc2)nc1=O)c1cccc2ccccc12	-7%	0.3%	2%	NS5 inhibitors pilot replicate=-6.4
CCOC(=O)C1CCN(CC(=O)Nc2cc(S(=O)(=O)N3CCCCC3)ccc2Cl)CC1	4%	1.0%[50 µM]	2%
Oc1ccc2ccccc2c1CN1CC2CCC(CC2)C1	-1%	2.1%	13%
CCC(CO)Oc1cc(NCc2ccc(C(F)(F)F)cc2)c2ncn(C(C)C)c2c1 (stereo not given)	12%	-0.4%	0%
COc1cccc(OC)c1OC(=O)c1ccccc1	14%	1.3%	-2%
O=C1C(O)=CC(=C(c2ccccc2)c2ccccc2)c2ccccc21	>100µM*	-2.6%	-31%
CSc1nc(N)nc2c1ncn2CC(=O)NCCCN1CCCC1=O	2%	0.2%	6%	NS5 inhibitors pilot replicate=0.6
CC12CCC3C(CCC4CC(O)CCC43C)C1CC(O)C2 (stereo not given)	-3%	-0.1%	-1%
CC(NS(=O)(=O)c1ccc(Cl)cc1)C(=O)OCC(=O)Nc1ccc(N(C)C)cc1 (stereo not given)	-5%	0.2%[50 µM]	65µM*
Cc1noc(C)c1NC(=O)N(C)C[C@H]1Oc2ccc(NS(=O)(=O)c3ccccc3)cc2C(=O)N([C@H](C)CO)C[C@@H]1C	-12%	0.4%	10%
CCOc1ccc(C=NNc2ccc(S(=O)(=O)Nc3ccccc3C(=O)O)cc2[N+](=O)[O-])cc1	21%	-0.1%	15%
CCCCCCSc1ccc(-c2nc3ccc(Cl)cn3c2NC2CCCCC2)cc1	4%	1.7%	4%
Cc1ccc(S(=O)(=O)N2[C@@H](c3ccc(C(C)(C)C)cc3)C(C(=O)O)=CC[C@H]2c2ccc(Cl)c(Cl)c2)cc1	10%	0.0%	8%
Cn1nnnc1SCC(=O)Nc1ncc(C(F)(F)F)cc1Cl	-13%	0.4%	3%
Cc1ccc(S(=O)(=O)n2cc(CO)c3ccccc32)cc1	-11%	-0.3%	4%
Cc1cnc(C(=O)OCC(=O)N(Cc2ccccc2)C(C)(C)C)cn1	-4%	0.7%	5%
O=C1OC(c2ccccc2)(c2cc(Br)ccc2O)c2ccccc21 (stereo not given)	0%	-2.0%	0%

In the list so far, these contain a tert-butyl group.
SMILES	NS5 inhibitors	K1F lysis inhibition	MgcRacGAP inhibition	others
C[C@@H]1COC(=O)[C@@H](CC(=O)OC(C)(C)C)C/C=C\C[C@H](CC(=O)N(CCO)Cc2ccccc2)C(=O)N1	2%	1.1%	3%
C=CC[C@@H](CC(=O)N[C@H](CO)Cc1ccccc1)C(=O)N[C@@H](COC(=O)[C@H](CC=C)CC(=O)OC(C)(C)C)Cc1ccccc1	1%	?	8%
Cc1ccc(S(=O)(=O)N2[C@@H](c3ccc(C(C)(C)C)cc3)C(C(=O)O)=CC[C@H]2c2ccc(Cl)c(Cl)c2)cc1	10%	0.0%	8%
Cc1cnc(C(=O)OCC(=O)N(Cc2ccccc2)C(C)(C)C)cn1	-4%	0.7%	5%

Part of the list above in order of molecular weight, low to high.
SMILES	NS5 inhibitors	K1F lysis inhibition	MgcRacGAP inhibition	others
Oc1ccc2ccccc2c1CN1CC2CCC(CC2)C1	-1%	2.1%	13%
CSc1nc(N)nc2c1ncn2CC(=O)NCCCN1CCCC1=O	2%	0.2%	6%	NS5 inhibitors pilot replicate=0.6
CC(NS(=O)(=O)c1ccc(Cl)cc1)C(=O)OCC(=O)Nc1ccc(N(C)C)cc1 (stereo not given)	-5%	0.2%[50 µM]	65µM*
CC[C@]12c3[nH]c4ccccc4c3CCN1C(=O)C(CC(=O)NCC13CC4CC(CC(C4)C1)C3)C[C@@H]2C(=O)N1CCN(C(=O)c2ccco2)CC1 (stereo not given in full)	-5%	0.3%	8%	NS5 inhibitors pilot replicate=-1.8
